From PubChem BioAssay
D2 ag: HTS Assay for Allosteric Agonists of the Human D2 Dopamine Receptor: Primary Screen for Agonists. D(2) dopamine receptor (Homo sapiens), P14416. activation, % at 2 µM. AID 485358, 2010. actives 0.53% (n = 340,000). HEK293 T-REx D2 cells, calcium flux agonist mode;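 active = activation over 3 SD above normal in the single-dose calcium agonist read, cut at about 30% in these data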; note: 0% is about no effect
Target sequence (P14416 whole entry, looked up): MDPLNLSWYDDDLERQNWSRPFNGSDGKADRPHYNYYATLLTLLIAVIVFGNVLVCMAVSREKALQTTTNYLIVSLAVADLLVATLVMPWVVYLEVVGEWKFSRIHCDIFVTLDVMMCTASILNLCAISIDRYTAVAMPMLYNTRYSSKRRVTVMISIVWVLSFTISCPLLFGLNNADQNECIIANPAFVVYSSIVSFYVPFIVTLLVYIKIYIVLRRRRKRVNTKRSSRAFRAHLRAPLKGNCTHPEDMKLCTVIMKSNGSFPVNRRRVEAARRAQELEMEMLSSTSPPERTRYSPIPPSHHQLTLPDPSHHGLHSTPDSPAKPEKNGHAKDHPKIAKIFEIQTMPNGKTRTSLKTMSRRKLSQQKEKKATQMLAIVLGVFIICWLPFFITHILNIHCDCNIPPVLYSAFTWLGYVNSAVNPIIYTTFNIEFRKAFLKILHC
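Tetracycline-induced HEK293 T-REx cells with force-coupled D2 receptor, plated overnight at 30 C, loaded with no-wash calcium dye. After a 10 s baseline, compound was pin-added and calcium flux read kinetically for 180 s; calcium rises flagged agonists.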
D2 antagonist: HTS Assay for Allosteric Antagonists of the Human D2 Dopamine Receptor: Primary Screen for Antagonists. actives 2% (n = 340,000). HEK293 TREx D2 cells, calcium flux, dopamine EC80. D(2) dopamine receptor (Homo sapiens), P14416. inhibition, % at 10 µM; in the data active = inhibition above about 30%; note: 0% is about no effect
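Measurement of antagonist activity uses fluorescent calcium dye in inducible HEK293 T-REx D2 cells: 10 s baseline, compound addition with 180 s read, EC80 dopamine addition with a further 180 s read.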
mIDH1 inhibitor: qHTS for Inhibitors of mutant isocitrate dehydrogenase 1 (IDH1): qHTS | IDH1-R132H enzyme, NADPH consumption, diaphorase/resazurin fluorescence | actives 0.093% (n = 390,000) | Isocitrate dehydrogenase [NADP] cytoplasmic (Homo sapiens), O75874 | Potency, µM (highest dose often 76.6 µM), inactives show at the top dose activity change, negative = inhibition, hits mostly inhibitors; note: potency is the fitted concentration of half-maximal effect; % is set by controls: 0 for no effect and ±100 for the full control effect; nearly all actives have a fitted effect of over 65% in size
Target sequence (O75874 whole entry R132H, stated change not applied): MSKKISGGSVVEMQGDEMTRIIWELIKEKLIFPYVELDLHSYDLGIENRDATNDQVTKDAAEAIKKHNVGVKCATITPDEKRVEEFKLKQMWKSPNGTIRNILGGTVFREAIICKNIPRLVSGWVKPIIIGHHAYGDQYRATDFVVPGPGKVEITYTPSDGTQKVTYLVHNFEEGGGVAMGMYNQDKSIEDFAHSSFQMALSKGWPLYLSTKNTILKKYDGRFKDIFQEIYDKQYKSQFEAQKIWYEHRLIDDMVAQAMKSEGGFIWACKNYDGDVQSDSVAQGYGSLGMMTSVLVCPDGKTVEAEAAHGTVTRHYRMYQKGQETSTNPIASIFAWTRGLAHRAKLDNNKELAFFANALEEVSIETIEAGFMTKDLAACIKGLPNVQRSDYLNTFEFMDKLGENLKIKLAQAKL
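IDH1-R132H (0.5 ug/mL dispensed) in pH 7.5 Tris buffer was preincubated 30 min with compound, then given a substrate mix of 0.016 mM NADPH and 2 mM alpha-KG for 80 min at room temperature; remaining NADPH was read by diaphorase/resazurin fluorescence.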
TRHR PAM: qHTS for Small Molecule Agonists and Allosteric Enhancers of Human TRH Receptor: Primary Screen for Enhancers | Thyrotropin-releasing hormone receptor (Homo sapiens), P34981 | TRHR cells, fluo-8 calcium fluorescence, EC20 TRH enhancement | enhancement, % at 2 µM | actives 0.66% (n = 360,000) | AID 493056, 2011; in the data active = enhancement above about 30%; note: 0% is about no effect
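Enhancer read-out: after compound pinning and an initial kinetic agonist-mode read, an EC20 of TRH (10 nM final) was injected and fluo-8 calcium signal (Ex 480/Em 530) followed at 1 s/cycle for 100 cycles in TRHR-expressing cells.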
TrxR1 substrate: qHTS Assay for Substrates of Mammalian Selenoprotein Thioredoxin Reductase 1 (TrxR1): qHTS; actives 0.01% (n = 390,000); Potency, µM (highest dose often 114 µM), for inactives: at the highest dose activity change, negative = substrate turnover; Thioredoxin reductase 1, cytoplasmic (Rattus norvegicus), O89049; purified TrxR1 substrate turnover, NADPH consumption readout; AID 588456, 2011; note: potency is the fitted concentration of half-maximal effect; % is set by controls: 0 for no effect and ±100 for the full control effect; nearly all actives have a fitted effect of over 50% in size
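Rat TrxR1, dispensed at 90 nM, was prereduced with 400 uM NADPH (final) for 5 min at ~22 deg C, then incubated with compound 15 min before 400 uM selenite. A first-read NADPH fluorescence drop versus no-compound background flagged substrates.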
Pin1 inhibitor: qHTS Assay to Find Inhibitors of Pin1. Peptidyl-prolyl cis-trans isomerase NIMA-interacting 1 (Homo sapiens), Q13526. Pin1 FP peptide displacement, HiFluor488, 10 min. Potency, µM (series often up to 115 µM), inactives show top-dose activity, negative = inhibition, hits mostly inhibitors. actives 0.009% (n = 390,000). AID 504891, 2011; active = well fitted inhibition curve with a large enough effect in the polarisation, with a control signal flat, not every such curve was filed as active; inconclusive = small, poorly fitted or top-dose-only effect, or effect the other way, or a change in a side signal; inactive = no such curve, though single readings can be large or run the other way; the % refers to the polarisation; note: potency is the fitted concentration of half-maximal effect; % is set by controls: 0 for no effect and ±100 for the full control effect
Target sequence (Q13526 whole entry, looked up): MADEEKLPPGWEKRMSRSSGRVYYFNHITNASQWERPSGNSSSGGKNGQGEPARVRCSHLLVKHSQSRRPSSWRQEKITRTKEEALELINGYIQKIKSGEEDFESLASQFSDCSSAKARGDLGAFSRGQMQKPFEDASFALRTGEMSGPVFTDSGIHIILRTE
TrxR1 inh: qHTS Assay for Inhibitors of Mammalian Selenoprotein Thioredoxin Reductase 1 (TrxR1): qHTS | Thioredoxin reductase 1, cytoplasmic (Rattus norvegicus), O89049 | recombinant rTrxR1, NADPH fluorescence consumption, selenite substrate | Potency, µM (doses to about 114 µM), inactives show at the highest dose activity change, negative = inhibition, most hits filed as inhibitors | actives 1% (n = 390,000) | AID 588453, 2011; note: potency is the fitted concentration of half-maximal effect; % is set by controls: 0 for no effect and ±100 for the full control effect; nearly all actives have a fitted effect of over 65% in size
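Rat TrxR1 (90 nM in the dispensed reagent) was pre-reduced with 400 uM NADPH for 5 min at room temperature, then incubated with compound for 15 min. After 400 uM selenite was added, NADPH fluorescence (Ex 340/Em 450 nm) was followed for 8 min.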
TRHR ag: qHTS for Small Molecule Agonists and Allosteric Enhancers of Human TRH Receptor: Primary Screen for Agonists; actives 0.18% (n = 360,000); TRHR cells, calcium flux fluo-8, FDSS agonist mode; activation, % at 2 µM; AID 493084, 2011; Thyrotropin-releasing hormone receptor (Homo sapiens), P34981; in the data active = activation above about 30%; note: 0% is about no effect
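Fluo-8-loaded TRHR cells; 10 s baseline, compound added, kinetic Ca2+ fluorescence read 1/s, agonist mode.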
USP1 inh: Inhibitors of USP1/UAF1: Primary Screen; AID 743255, 2014; Ubiquitin carboxyl-terminal hydrolase 1 (Homo sapiens), O94782; Potency, µM (series often up to 57.1 µM), inactives show top-dose activity change, negative = inhibition, actives largely listed as inhibitors; recombinant USP1/UAF1, Ub-Rhodamine cleavage fluorescence; actives 0.23% (n = 390,000); note: potency is the fitted concentration of half-maximal effect; % is set by controls: 0 for no effect and ±100 for the full control effect; nearly all actives have a fitted effect of over 60% in size; inactives centre near -12
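USP1/UAF1 complex (1 nM) preincubated 15 min at room temperature with compound, then Ub-Rho substrate (150 nM final) added. Kinetic fluorescence at 480/540 nm over 6 reads at 60 s intervals; 50 mM HEPES pH 7.8, 0.5 mM EDTA, 0.1 mg/ml BSA, 1 mM TCEP, 0.01% Tween-20.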
* hit, by the source's call; ? = inconclusive; nt = not tested or not shown; & = joins results of further samples; [ ] = another dose, or the depositor's remark. Unless noted, calls come from the whole dose curve; as a rule, active = well fitted inhibition curve with a large enough effect; inconclusive = small, poorly fitted or top-dose-only effect; inactive = no such curve, though single readings can be large or run the other way. An excerpt (hit frequency here may not be typical).

SMILES | D2 ag | D2 antagonist | mIDH1 inhibitor | TRHR PAM | TrxR1 substrate | Pin1 inhibitor | TrxR1 inh | TRHR ag | USP1 inh
CC(C(=O)N1CCOCC1)n1cc([N+](=O)[O-])cn1 (centres undefined) | 0.0 | 6 | -3% | 6 | 10%[57.1 µM] | 6% | 40%[activator][57.1 µM] | -0.8 | -8%
COC(=O)C(C)(N)Cc1ccc(O)cc1 (centres undefined) | 0.3 | 0 | -5% | -2 | 17%[57.1 µM] | -1% | 17%[57.1 µM] | 1.4 | 12%
O=C(NCCCN1CCN(c2ccc(F)cc2)CC1)c1ccc2nc(CCc3ccccc3)oc2c1 | 3.7 | nt | 7% | 2 | 4%[57.1 µM] | -3% | 15%[57.1 µM] | 0.2 | -13%
CC(Oc1ccc(C(C)(C)C)cc1)C(=O)NCC(c1ccco1)N1CCCC1 (centres undefined) | 0.3 | -3 | -9% | -1 | 4% | 5% | 9% | 0.5 | -10%
Nn1c(SCc2ccc(C(=O)O)cc2)nnc1-c1ccc(Cl)cc1Cl | -0.3 | 9 | 0% | -1 | 1% | -22% | 7% | -0.1 | -13%
O=C(O)c1ccc2c(=O)n3c(nc2c1)/C(=C/c1cccc(Cl)c1Cl)CC3 | 0.3 | 2 | 8% | -2 | 23%[57.1 µM] | ? | 19%[57.1 µM] | 0.3 | -27%
O=C(c1ccc(N2CCCCS2(=O)=O)cc1)N1CCN(c2ccccc2F)CC1 | 0.3 | -7 | -13% | 7 | 1% | -1% | 7% | 0.6 | -3%
Cc1ccc(C)c2[nH]c(=O)c(CN(CCCN(C)C)C(=O)NCc3ccccc3)cc12 | 0.0 | -9 | 2% | -4 | 7% | -7% | -11% | 1.2 | -21%
COc1ccc(/C=N/NC(=O)COc2cccc3cccnc23)cc1OC | -0.1 | -13 | 18% | 9 | 9%[57.1 µM] | ? | 8%[57.1 µM] | -0.2 | -6%
COc1cc(Cl)ccc1OCc1cc(C(=O)N2C[C@@H]3CCC[C@H]2C3)no1 | 0.3 | 5 | 7% | 11 | -8% | 2% | -7% | 0.1 | -1%
Cc1ccc2nc(N(Cc3cccnc3)C(=O)C3COc4ccccc4O3)sc2c1 (centres undefined) | -0.1 | nt | 10% | -4 | 3%[57.1 µM] | 5% | 22%[57.1 µM] | 0.0 | -16%
COC(=O)c1ccccc1NS(=O)(=O)c1ccc2c(c1)CCCN2C(C)=O | 0.1 | nt | -9% | 0 | -9% | 1% | 1% | -0.4 | -4%
O=C(NC1CCS(=O)(=O)C1)c1ccc(N2CCCCC2)c([N+](=O)[O-])c1 (centres undefined) | 0.7 | 2 | -1% | -5 | -4% | -3% | -12% | -0.2 | -1%
COc1ccc(C(=O)/C=C\c2ccc(NC(=O)c3cccs3)cc2)cc1 | 7.0 | -7 | 1% | 5 | -1% | ? | 3% | 1.1 | -13%
COc1cc(C(c2nnnn2C(C)(C)C)N2CCN(C)CC2)cc(OC)c1OC (centres undefined) | -0.3 | -5 | 4% | -1 | 18%[57.1 µM] | -5% | 23%[57.1 µM] | -0.5 | 2%
CC1C(=O)Nc2ccccc2N1C(=O)c1c(F)cccc1F (centres undefined) | -0.3 | -4 | -5% | 5 | -1% | -6% | 20% | -0.6 | -12%
COc1ccc(C(=O)c2ncc(C(F)(F)F)cc2Cl)cc1 | -0.4 | -10 | 3% | 2 | 9%[57.1 µM] | -5% | 21%[57.1 µM] | -0.2 | -12%
CC12CN3CC(C)(CN(C1)C3c1ccc(Cl)cc1Cl)C2O (centres undefined) | -2.1 | -28 | 2% | 18 | -9% | 5% | -9% | -2.2 | -10%
COC(=O)c1ccc(NC(=O)c2ccc(CN3CCOCC3)cc2)cc1 | 0.6 | 0 | 3% | 1 | 7% | 3% | 6% | 0.9 | -3%
c1ccc(CN2CCN(c3nc(NCc4ccco4)c4ccccc4n3)CC2)cc1 | 0.0 | 7 | 0% | 3 | 4% | ? | -18% | -0.8 | -6%
Cc1ccc2nc3c(cc2c1)CN(Cc1ccco1)C(=NCC1CCCO1)S3 (centres undefined) | 0.0 | 1 | 1% | -7 | -6% | 10% | -35% | -0.8 | -27%
O=C(Cn1c(=O)oc2ccccc21)N1CCN(c2ccccc2)CC1 | -0.1 | -14 | -4% | 14 | 5% | 19% | 15% | 2.3 | -4%
COC(=O)CCc1sc(NC2CCCCC2)nc1-c1ccc(OC)cc1 | nt | nt | 8% | -2 | -15% | 3% | ? | -0.2 | -11%
O=C(CNC(=O)/C=C/c1ccco1)N=Nc1c(O)[nH]c2ccccc12 | 0.1 | 8 | -4% | -5 | 3% | ? | 0% | 0.0 | -17%
Cc1nc2ccccn2c1-c1ccnn1S(=O)(=O)c1ccc(F)cc1 | 1.1 | -7 | 22% | -4 | -2% | ? | -2% | 0.7 | -10%
CCCCc1nnc(NC(=O)CC(=O)Nc2ccccc2C(=O)O)s1 | -0.9 | 3 | 7% | 0 | -2% | -11% | -8% | 0.4 | 3%
Cc1ccc(CN2[C@@H](Cc3ccccc3)C(=O)CS2(=O)=O)cc1 | -0.1 | -10 | -2% | -3 | -5%&-1% | 18% | ? | 0.4 | -14%
COc1ccc(C2=NN(C(=O)c3ccccc3)C(c3ccc(OC)c(OC)c3)C2)c(O)c1 (centres undefined) | 0.0 | 1 | -1% | 4 | 4%[57.1 µM] | -3% | 12%[57.1 µM] | -0.6 | -9%
CN(C)c1ccc(C2OC(=O)C(C)(C)C(=O)C2(C)C)cc1 (centres undefined) | -0.3 | 0 | 5% | -2 | 9%[57.1 µM] | 7% | 13%[57.1 µM] | 0.3 | -12%
CCOC(=O)Cc1csc(SCC(=O)N2CCN(c3ccc(OC)cc3)CC2)n1 | 0.8 | -2 | 0% | -3 | 8%[57.1 µM] | -10% | -11%[57.1 µM] | -0.5 | -9%
COc1ccccc1NC(=O)Cn1c(=O)n(Cc2ccccc2)c(=O)c2c3c(sc21)CN(C(C)=O)CC3 | 0.3 | nt | -15% | 18 | -5% | -6% | 16% | 0.1 | -5%
CCOC(=O)C(=CN(CCc1ccccc1)CC(=O)OC)C(=O)OCC | -0.4 | 10 | 8% | -3 | 5% | -6% | 21% | -0.2 | -23%
CCCS(=O)(=O)c1c(S(=O)(=O)CCC)c2c(N)cccn2c1C(=O)c1ccc(OC)cc1 | -0.1 | 6 | -6% | 0 | -8%[57.1 µM] | ? | -18%[57.1 µM] | -0.4 | -27%
CCc1ccc(C2CC(c3ccc(C)cc3)n3nc(N)nc3N2)cc1 (centres undefined) | nt | nt | -2% | nt | 4%[57.1 µM] | -2% | 12% | nt | -6%
CN(C)CCNC(=O)c1ccc(Cl)s1 | -0.9 | -5 | 0% | -5 | 0% | -5% | 3% | -0.1 | 2%
CC(=O)NC(Cc1cccc(F)c1)C(=O)NC1CCN(c2nnnn2-c2ccccc2)CC1 (centres undefined) | 0.3 | -3 | -6% | 4 | -7% | 2% | -3% | 0.0 | -4%
COC(=O)c1ccc(COC(=O)c2cccnc2Cl)cc1 | 1.9 | -23 | 3% | -1 | 9% | -5% | 40%[activator] | 0.2 | -24%

Six successive compounds already listed, for reference:
SMILES | D2 ag | D2 antagonist | mIDH1 inhibitor | TRHR PAM | TrxR1 substrate | Pin1 inhibitor | TrxR1 inh | TRHR ag | USP1 inh
CCOC(=O)C(=CN(CCc1ccccc1)CC(=O)OC)C(=O)OCC | -0.4 | 10 | 8% | -3 | 5% | -6% | 21% | -0.2 | -23%
CCCS(=O)(=O)c1c(S(=O)(=O)CCC)c2c(N)cccn2c1C(=O)c1ccc(OC)cc1 | -0.1 | 6 | -6% | 0 | -8%[57.1 µM] | ? | -18%[57.1 µM] | -0.4 | -27%
CCc1ccc(C2CC(c3ccc(C)cc3)n3nc(N)nc3N2)cc1 (centres undefined) | nt | nt | -2% | nt | 4%[57.1 µM] | -2% | 12% | nt | -6%
CN(C)CCNC(=O)c1ccc(Cl)s1 | -0.9 | -5 | 0% | -5 | 0% | -5% | 3% | -0.1 | 2%
CC(=O)NC(Cc1cccc(F)c1)C(=O)NC1CCN(c2nnnn2-c2ccccc2)CC1 (centres undefined) | 0.3 | -3 | -6% | 4 | -7% | 2% | -3% | 0.0 | -4%
COC(=O)c1ccc(COC(=O)c2cccnc2Cl)cc1 | 1.9 | -23 | 3% | -1 | 9% | -5% | 40%[activator] | 0.2 | -24%
